# Assay outcomes as filed in PubChem.
# HIV fusion peptide: inhibitors of HIV fusion peptide binding, primary screen, biochemical, uHTS, fluorescence dequenching (AID 1986) | cell-free peptide binding, fluorescence dequenching, 30 min; higher % means a stronger effect | inhibition, % at 20 µM, or IC50 in µM where a hit was titrated | 0.3% of 290,000 active; in the data active = inhibition mostly above about 52%, no sharp cut-off; inactive = mostly below about 76%; note: some results filed as inactive read as strong as hits
# GPR35 antagonists: GPR35 antagonists blocking zaprinast-driven arrestin recruitment, primary screen, imaging, U2OS, beta-arrestin-GFP, zaprinast agonist (AID 2058); inhibition, % at 10 µM, or IC50 in µM where a hit was titrated; U2OS GPR35 beta-arrestin-GFP translocation imaging, zaprinast antagonism; higher % means a stronger effect; 0.052% of 290,000 active;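 active = inhibition of at least 50% with at least 30 cells and total cytoplasm GFP at most 10,000,000; inconclusive = under 30 cells or total GFP of 10,000,000 plus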
# MgcRacGAP inhibition: MgcRacGAP GTPase-activating activity inhibitors, confirmation, biochemical, ADP Hunter fluorescence | MgcRacGAP-stimulated Rac1 GTP hydrolysis, ADP Hunter fluorescence; higher % means a stronger effect; GST-tagged Rac1 F28L mutant substrate | inhibition, % at 30 µM; hits with a dose series show IC50 in µM | 0.6% of 340,000 active | AID 624330;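 active = first-screen hits whose inhibition reached a set limit at any dose in the follow-up dose series; inconclusive = inhibition above the set first-screen limit but never retested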;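 note: fluorescence reports GDP produced by GAP-driven GTP hydrolysis; strong numbers were not always called active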
# Myeloid diff 2: myeloid differentiation induction | calls only at 10 µM | 1% of 360,000 active | ER-HoxA9 myeloid progenitors, lysozyme-GFP differentiation, flow cytometry | AID 624256;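 active = normalized GFP-positive differentiation at or above the plate's own cutoff, the solvent-only control mean plus 3 SD; inconclusive = no clear call, values can overlap the other calls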;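 note: cells exposed to compound for four days before flow analysis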
# LYP inhibition: PTPN22 lymphoid phosphatase activity blockers – biochemical, fluorescence intensity, uHTS (AID 1779); 0.054% of 290,000 active; inhibition, % at 11.5 µM, or IC50 in µM where a hit was titrated; recombinant LYP phosphatase, fluorescence intensity; higher % means a stronger effect; in the data active = inhibition above about 50%;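 note: plate controls were vehicle with enzyme for no effect and no enzyme for full effect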
# Siah-1 displacement: blockers of Siah-1 interaction with plectin peptide – biochemical, fluorescence polarization, rhodamine-plectin, uHTS, primary screen (AID 1817); Siah-1 / rhodamine-plectin peptide fluorescence polarization; higher % means a stronger effect; displacement, % at 20 µM; hits with a dose series show IC50 in µM; 0.02% of 290,000 active;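 active = displacement of at least 50% at 20 µM, with a fluorescence ratio check between 0.3 and a set limit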;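 note: plate controls were Siah plus tracer with DMSO for no effect and tracer alone without Siah for full effect; strong numbers were not always called active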
# Salmonella PhoP GFP: PhoP-dependent GFP reporter repression – Salmonella Typhimurium, primary screen (AID 1863) | S. Typhimurium PhoP-regulated promoter GFP reporter, 4 h; higher % means a stronger effect | inhibition, % at 50 µM; hits with a dose series show IC50 in µM | 0.16% of 300,000 active;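 active = inhibition over 29.93%, a cutoff 3 SD above the screen mean, later confirmed by dose response; inconclusive = inhibition over 29.93% but no dose response follow-up; inactive = inhibition at most 29.93% or unconfirmed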;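 note: 0% = low Mg2+ inducing control and 100% = high Mg2+ repressing control; strong numbers were not always called active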
# GPR55 antagonists: inhibition of LPI-stimulated GPR55 beta-arrestin translocation – imaging, U2OS, beta-arrestin-GFP, LPI agonist, primary screen (AID 2013). inhibition, % at 10 µM; hits with a dose series show IC50 in µM. 0.13% of 290,000 active. U2OS GPR55 beta-arrestin-GFP translocation imaging, LPI antagonism; higher % means a stronger effect;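 active = spots per cell inhibited over 60%, with over 100 cells counted and total cytoplasm intensity under 500,000; inconclusive = wells with under 100 cells, flagged as likely toxic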;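 note: U2OS cells stably carrying GPR55 and arrestin-GFP stimulated by 5 µM LPI near EC80; imaged beta-arrestin-GFP aggregate spots per cell after agonist stimulation; plate controls were LPI-stimulated DMSO wells for no effect and DMSO wells without LPI for full effect; some results filed as inactive read as strong as hits; confirmed hits need IC50 under 10 µM and bright autofluorescent wells are also inconclusive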
# NTR1 ag: NTR1-driven beta-arrestin-GFP spot formation – imaging, U2OS cells, high content, primary screen (AID 493036) | activation, % at 20 µM | 0.17% of 330,000 active | agonist mode;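 active = activation at or above 40% of the spot to cytoplasm intensity ratio, with at least 20 cells analyzed; inconclusive = wells under 20 cells, flagged as cytotoxic or low count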;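 note: 0% = DMSO without peptide and 100% = 100 nM NTR1 peptide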
# Target sequence (P30989 whole entry, looked up): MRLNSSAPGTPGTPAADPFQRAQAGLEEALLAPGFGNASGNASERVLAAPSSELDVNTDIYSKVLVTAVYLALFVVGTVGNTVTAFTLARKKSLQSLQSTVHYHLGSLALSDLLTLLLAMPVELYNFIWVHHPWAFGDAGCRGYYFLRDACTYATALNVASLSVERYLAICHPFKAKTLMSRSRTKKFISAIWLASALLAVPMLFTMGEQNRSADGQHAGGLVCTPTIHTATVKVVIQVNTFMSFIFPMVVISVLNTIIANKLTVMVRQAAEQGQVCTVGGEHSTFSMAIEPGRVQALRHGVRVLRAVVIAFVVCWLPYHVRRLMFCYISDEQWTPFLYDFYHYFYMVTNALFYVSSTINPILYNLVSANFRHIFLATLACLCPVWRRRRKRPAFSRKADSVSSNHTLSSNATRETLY
# NTR1 ag cell count 20 µM: recorded beside NTR1 ag, whose call it bears; cell count; measured here: cell count, cytotoxicity flag
# Myeloid diff 2 GFP+ MAC1+ %: recorded beside Myeloid diff 2, whose call it bears; GFP+ MAC1+ double positive, %; measured here: differentiation confirmed by MAC1 staining
# * marks the source's active call; other numbers are inactive results; i = inactive; ? = inconclusive; / = not tested or not shown; + = active, no number.
# The line under a structure holds: HIV fusion peptide	GPR35 antagonists	MgcRacGAP inhibition	Myeloid diff 2	Myeloid diff 2 GFP+ MAC1+ %	LYP inhibition	Siah-1 displacement	Salmonella PhoP GFP	GPR55 antagonists	NTR1 ag	NTR1 ag cell count 20 µM
> CCOC(=O)CNC(=O)N(CCOC)CC1CCCN(C2Cc3ccccc3C2)C1 (centres undefined)
 : -1.2%	-17%	14%	i	0.6	-6%	-2%	-2%	-4%	1.1	54
> Cc1ccc(S(=O)(=O)N2CCN(Cc3cccc(C)c3O)CC2)cc1
 : 2.1%	-9%	10%	/	/	-2%	-1%	-14%	2%	2.1	44
> CCN(CC(=O)Nc1ccc(OC)cc1)C(=O)c1cc(-c2cccs2)nn1-c1ccccc1
 : /	/	10%	i	1.0	/	/	3%	/	3.6	51
> COc1ccc(C(=O)CSc2nnc(CNC(=O)c3ccco3)n2C)cc1OC
 : 0.4%	10%	3%	i	0.6	-6%	10%	7%	0%	-1.3	60
> CCN(CC)C1CCN(Cc2c(C(=O)N3CCCCCCC3)nc3ccc(Cl)cn23)C1 (centres undefined)
 : 6.6%	5%	7%	i	1.0	-3%	8%	-3%	8%	-1.0	54
> COc1cc(OC)cc(C(=O)NCC2CCCO2)c1 (centres undefined)
 : 0.3%	-1%	5%	i	1.8	1%	2%	-3%	-4%	-0.7	36
> Cc1ccc(S(=O)(=O)N2CCCNCC2)cc1
 : -0.3%	-6%	2%	i	0.4	-8%	-3%	4%	-2%	1.5	60
> Clc1ccc(Cl)c(Oc2ccc(Oc3nc(Cl)ccc3Cl)cc2)n1
 : 0.6%	2%	3%	i	0.5	0%	4%	-14%	-6%	11	63
> CC(=O)Nc1ccc(C=C(C(C)=O)C(C)=O)cc1
 : 1.3%	5%	1%	i	0.4	-6%	2%	-7%	10%	2.5	40
> O=C(NCc1cccnc1)c1cccn2c(=O)c3sccc3nc12
 : 0.9%	14%	11%	i	1.1	-4%	1%	5%	9%	5.7	75
> CC1=NNC(=O)C1Cc1ccccc1C (centres undefined)
 : -2.0%	-4%	/	i	0.8	-7%	1%	5%	-4%	-0.9	70
> CN(Cc1ccccc1)C(=O)c1ccc2c(c1)OCCO2
 : -0.6%	4%	13%	i	0.6	-6%	-6%	-7%	2%	0.9	46
> Cc1ccc(NC(=S)NCC2CCCO2)cc1C (centres undefined)
 : -2.4%	-8%	-1%	i	1.0	-3%	1%	1%	6%	-0.6	98
> CC(C)c1nnc(NC(=O)CCC(=O)N2CCN(c3ccccn3)CC2)s1
 : -1.7%	5%	1%	i	1.1	-6%	10%	-1%	14%	-0.4	48
> CCC(=O)Oc1ccc2c(C)c(Cl)c(=O)oc2c1
 : -1.8%	-9%	6%	i	0.6	-5%	0%	6%	9%	0.5	43
> COCCNC(=O)COCc1cc(-c2ccc3c(c2)OCO3)on1
 : -1.1%	-12%	7%	i	0.6	-6%	-1%	2%	-3%	-1.0	81
> COc1ccc(OCCC(=O)OCC(=O)Nc2ccc(Br)cc2)cc1
 : -1.9%	6%	0%	i	0.8	4%	10%	6%	-4%	0.6	81
> Cc1ccc(C)c(N(CC(=O)NC2CCCCC2)C(=O)CCC(=O)Nc2ccccn2)c1
 : 0.2%	-1%	/	/	/	-6%	-3%	/	-8%	/	/
> CCCOc1ccc(C(C(=O)OCCN(CC)CC)c2ccccc2)cc1 (centres undefined)
 : 1.1%	-5%	16%	i	2.0	-5%	2%	-2%	24%	3.0	42
> O=C1C=C(O)CC(c2ccc(Cl)c(Cl)c2)C1 (centres undefined)
 : 11%	16%	7%	i	1.8	-3%	2%	0%	-3%	-0.8	41
> COc1cccc(CNC(=O)CCC2CCCN(C(=O)c3cc(C)[nH]n3)C2)c1 (centres undefined)
 : -0.3%	-7%	0%	i	0.6	-7%	-1%	/	8%	-0.5	49
> O=C(CSC(=S)N1CCCCC1)Nc1nc(-c2ccccc2)c(-c2ccccc2)o1
 : 1.7%	19%	2%	i	1.1	8%	2%	1%	19%	6.8	84
> COc1ccc(CCN(C(=O)Cn2nnc3ccccc32)C(C(=O)NCC2CCCO2)c2ccncc2)cc1OC (centres undefined)
 : 0.1%	11%	2%	i	0.8	-9%	-1%	-5%	-5%	-0.4	60
> CC1CCN(CCCNC(=O)c2ccc3c(=O)n(CCc4ccccc4)c(=O)[nH]c3c2)CC1
 : 1.4%	-2%	7%	i	0.5	4%	2%	-9%	-8%	-1.2	87
> COc1ccc(NC(=O)Nc2cc(C)ccc2F)cc1
 : -1.3%	3%	4%	i	10	-3%	4%	6%	-12%	2.1	65
> CC(C)COC(=O)n1c(=O)oc2cc(S(=O)(=O)N3CCCCC3)ccc21
 : 0.2%	12%	3%	i	2.1	-4%	5%	2%	-8%	1.2	72
> Fc1ccc(-n2nnnc2-c2ccccc2Cl)cc1
 : 0.8%	-8%	4%	i	0.1	-2%	2%	8%	6%	1.1	55
> Cc1c(Cl)cccc1NC(=O)CCN1CCC(C(N)=O)CC1
 : 1.7%	-2%	4%	i	0.3	-5%	6%	-4%	0%	0.9	74
> CCCNC(C)(C)COC(=O)c1ccccc1
 : /	/	-7%	i	4.2	/	/	1%	/	0.0	55
> CCCOC(=O)CSc1nnc(-c2ccc(Cl)cc2Cl)o1
 : -1.1%	7%	6%	i	0.7	-7%	-2%	-11%	-4%	-0.6	33
> CN(C)CCCN1C(=O)c2cccc3c(Br)ccc(c23)C1=O
 : -0.7%	-9%	10%	i	0.4	1%	-1%	-11%	13%	13	56
> COc1ccc(C)cc1NC(=O)Cn1cnc2sc(C)c(S(=O)(=O)N3CCOCC3)c2c1=O
 : 0.7%	-12%	5%	i	2.2	-5%	4%	-14%	7%	-1.2	88
> O=C(NCCc1cccc(Cl)c1)c1cccs1
 : -0.7%	22%	-3%	i	0.3	-3%	-4%	-8%	0%	2.8	58
> Cc1ccc2nc(/C(C#N)=C/c3ccc(-c4cccc([N+](=O)[O-])c4)o3)[nH]c2c1
 : 2.4%	6%	-16%	+	0.9*	-8%	-15%	1%	-18%	/	/
> CCCN1CCN(S(=O)(=O)c2ccc3c(c2)OCCO3)CC1
 : -0.8%	-3%	-1%	i	0.1	-6%	2%	9%	6%	0.2	32
> Clc1ccc(OCCN2CCN(c3ncnc4sccc34)CC2)cc1
 : -2.4%	-8%	7%	i	2.8	-3%	-1%	34%	0%	0.6	84
> O=c1ccc(Cl)cn1Cc1ccccc1F
 : 5.5%	2%	8%	i	0.5	-4%	4%	3%	1%	-1.0	82
> CC1CCN(CCNC(=O)c2ccc3c(=O)n(Cc4ccc(Cl)cc4)c(=S)[nH]c3c2)CC1
 : -1.3%	-10%	-3%	i	1.8	-6%	1%	-7%	4%	29	50
> O=C(NCCCN1CCCC1=O)c1ccc(Cl)c(NS(=O)(=O)c2ccc(F)cc2)c1
 : -1.4%	1%	-3%	i	0.3	1%	0%	35%	-1%	0.7	81
> CC(=O)Nc1cc2c(cc1C(C)=O)OCCO2
 : -0.2%	-1%	11%	i	0.6	-3%	-3%	11%	13%	-0.8	46
> CCOC(=O)N1CCC(NC(=O)c2ccc(CS(=O)c3cccc(Cl)c3)o2)CC1 (centres undefined)
 : -0.6%	0%	/	i	1.6	-4%	3%	2%	10%	-0.3	70
> CC1CCCCN1CCCn1c(=S)[nH]c2ccccc2c1=O (centres undefined)
 : 2.2%	-4%	13%	i	1.2	-2%	4%	11%	20%	-0.2	70
> Cc1nc(SCCOc2ccccc2)[nH]c(=O)c1Cc1ccccc1
 : 0.0%	-22%	2%	i	0.1	-5%	6%	-8%	4%	0.4	57
> COCCOC(=O)C1=C(C)NC(=O)NC1c1cccc(F)c1 (centres undefined)
 : -1.0%	-1%	11%	i	0.9	-4%	8%	0%	2%	0.1	60
> O=C(CN1CCSCC1)N/N=C/c1ccc(F)c(F)c1
 : -0.5%	22%	2%	i	14	-8%	3%	6%	2%	-0.8	67
> CC(C)(C)C1CCC(C(=O)Nc2cccnc2)CC1 (centres undefined)
 : 1.0%	0%	6%	i	0.6	-1%	-2%	-1%	-6%	5.3	49
> O=c1[nH]c2ccccc2c(O)c1-[n+]1ccccc1
 : 0.8%	-7%	5%	i	0.4	-5%	10%	-4%	3%	4.0	55
> Cc1cc(C(=O)OCC(=O)N2CC(C)OC(C)C2)ccc1[N+](=O)[O-] (centres undefined)
 : -1.1%	-9%	1%	i	0.1	0%	-2%	-15%	-1%	1.4	53
> O=C(c1ccco1)N1CCCC(Nc2ccc3c(c2)OCCO3)C1 (centres undefined)
 : 0.6%	-4%	?	i	3.8	-4%	2%	-8%	14%	-0.6	47
> CCCCn1nc(C(=O)N[C@@H](CCSC)c2nc3ccccc3[nH]2)c2ccccc2c1=O
 : -1.4%	-2%	11%	i	0.4	-2%	4%	-5%	3%	6.2	40
> Cc1c(N=c2scc(-c3ccccc3)n2CCO)c(=O)n(-c2ccccc2)n1C
 : -1.2%	-4%	12%	i	0.2	-8%	8%	-2%	8%	-1.0	43
> COc1ccccc1NC(=O)Cn1nc(-c2ccc3c(c2)OCCO3)ccc1=O
 : -0.9%	-10%	6%	i	0.4	-3%	-4%	/	8%	0.7	25
> CCC(C)(C)NC(=O)C(c1ccc(C)o1)N(C(=O)c1csnn1)c1cccc(F)c1 (centres undefined)
 : 1.8%	-8%	-11%	i	4.2	-4%	4%	5%	-1%	-1.8	76
> COCCOC(=O)N/C=C\c1nc2ccccc2c(=O)[nH]1
 : -1.6%	8%	2%	i	0.3	-4%	9%	4%	-10%	0.9	52
> CCn1nnnc1SCC(=O)N1CCOCC1
 : -1.8%	2%	-1%	i	1.1	-5%	-1%	9%	-9%	-0.2	53
> COc1ccccc1C(=O)NNC(=O)c1ccc2ccccc2c1
 : 0.5%	1%	7%	i	0.5	-10%	-1%	-11%	-6%	1.2	50
> Cn1c2ccc(F)cc2c2nnc(NN)nc21
 : -3.4%	-1%	/	i	0.4	-3%	3%	-12%	9%	/	/
